Screening results (PubChem)
TAAR1 antag = human TAAR1 antagonism | inhibition, % at 3 µM | AID 624466 | 1.5% of 360,000 active | Q96RJ0 | CHO RD-HGA16 TAAR1, Fluo-8 calcium fluorescence, antagonist;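 active means inhibition above a per-plate cutoff, the mean inhibition of test compounds on that plate plus 3 SD, cut at about 49% in these data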;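 further: 0% = DMSO plus EC80 beta-PEA response and 100% = DMSO alone without agonist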
Target sequence (Q96RJ0 whole entry, looked up): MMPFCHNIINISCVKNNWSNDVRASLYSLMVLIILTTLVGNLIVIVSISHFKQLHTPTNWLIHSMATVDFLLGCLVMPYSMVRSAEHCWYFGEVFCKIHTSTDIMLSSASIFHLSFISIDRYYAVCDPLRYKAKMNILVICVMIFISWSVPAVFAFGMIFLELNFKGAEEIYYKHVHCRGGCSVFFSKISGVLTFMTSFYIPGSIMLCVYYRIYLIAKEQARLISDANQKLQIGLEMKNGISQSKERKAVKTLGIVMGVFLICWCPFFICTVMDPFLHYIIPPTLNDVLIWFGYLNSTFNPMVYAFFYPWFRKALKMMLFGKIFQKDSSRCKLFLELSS
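Assay system: RD-HGA16 CHO cells with stable hTAAR1 and Gα16 / Reagent: EC80 β-phenethylamine stimulus / Doses: 3 µM, single point / Timing: dye loading 75 min at 37 °C, then 30 min room temperature / Measured by: Fluo-8 intracellular calcium dye fluorescence, real-time kinetic reads / Controls: vehicle wells and EC80 agonist wells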
M1 ag = activates human CHRM1 receptor; P11229; CHO-K1 hM1, Fluo-8 calcium fluorescence, agonist mode; 0% DMSO, 100% acetylcholine EC100; activation, % at 3 µM; 0.33% of 360,000 active; AID 588814;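 active means activation above the run's mean compound activation plus 3 SD, cut at about 16% in these data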;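 further: peak over basal fluorescence ratio within a 140 s kinetic read after compound addition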
OXTR potentiate = human OXTR potentiation; CHO-OTR cells, Fluo-8 calcium fluorescence, potentiator mode; 0% = oxytocin EC15, 100% = EC100; activation, % at 3 µM; 0.061% of 320,000 active;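 active means activation above that plate's cutoff, the mean activation of tested compounds plus 3 SD, cut at about 6.6% in these data, passing the limit was not always enough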;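 further: 100% uses oxytocin at 75 nM as the full agonist control; some results filed as inactive read as strong as hits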
Target sequence (P30559 whole entry, looked up): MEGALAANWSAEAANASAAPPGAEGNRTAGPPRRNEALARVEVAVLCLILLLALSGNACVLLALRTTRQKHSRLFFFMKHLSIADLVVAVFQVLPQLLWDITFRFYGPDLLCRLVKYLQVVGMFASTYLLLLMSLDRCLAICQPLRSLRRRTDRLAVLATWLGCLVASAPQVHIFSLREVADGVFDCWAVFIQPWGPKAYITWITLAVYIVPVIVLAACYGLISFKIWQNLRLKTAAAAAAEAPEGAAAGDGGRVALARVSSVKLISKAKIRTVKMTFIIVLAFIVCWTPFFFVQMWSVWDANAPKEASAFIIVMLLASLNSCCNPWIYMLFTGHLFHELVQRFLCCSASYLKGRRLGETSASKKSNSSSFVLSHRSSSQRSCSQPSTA
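Dosing: Single dose, 3.0 µM nominal final compound concentration | Material: Human OTR in CHO cells | Technique: Kinetic Fluo-8 calcium fluorescence | Benchmarks: EC15 oxytocin alone as 0%, 75 nM oxytocin as 100% | Probe or stimulus: Oxytocin at about EC15, sub-maximal agonist stimulus | Incubation: Compound 6 min at room temperature before oxytocin, 100 s read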
CHO-K1 Ca antag = counter-screen for M1 antagonists: effect in parental CHO-K1 cells; ATP-induced calcium, Fluo-8 fluorescence; inhibition, % at 3 µM; 0.6% of 360,000 active; AID 602250;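 active means inhibition above a per-plate cutoff, the plate's mean sample inhibition plus 3 SD, cut at about 24% in these data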;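 further: 0% = DMSO plus EC80 ATP and 100% = DMSO alone without ATP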
CHRM1 antagonist = blocks human M1 muscarinic receptor; P11229; CHO-K1 hM1, Fluo-8 calcium fluorescence, ACh EC80 antagonist; inhibition, % at 3 µM; 1.3% of 360,000 active; AID 588852;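 active means percent inhibition above its own plate's cutoff, namely the mean of that plate's compound wells plus 3 SD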;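 further: peak over basal fluorescence ratio during 140 s after agonist addition; 0% = ACh EC80 plus DMSO and 100% = DMSO alone without agonist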
CHO-K1 Ca PAM = M1 PAM counterscreen hit in parental CHO-K1 cells. ATP EC20, Fluo-8 calcium fluorescence; 0% at ATP EC20, 100% at ATP max. activation, % at 3 µM. 0.02% of 360,000 active. AID 602247;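 active means activation above the run cutoff, the mean activation of all test compounds plus 3 SD, cut at about 40% in these data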;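 further: peak over basal fluorescence ratio in a 140 s read after ATP addition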
CHO-K1 Ca ag = nonselective activator or artifact in parental CHO-K1 cells. Fluo-8 calcium fluorescence; scaled to maximal ATP response, vehicle zero. activation, % at 3 µM. 0.48% of 360,000 active; in the data active means activation above about 15%;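 further: untransfected CHO-K1 host cells lacking M1 receptor as counterscreen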
TAAR1 ag = agonists of human TAAR1; Q96RJ0; CHO RD-HGA16 TAAR1, Fluo-8 calcium fluorescence; vehicle wells 0%, saturating PEA agonist 100%; activation, % at 3 µM; 0.99% of 360,000 active;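 active means activation above the mean activation of all test compounds in the run plus 3 SD, cut at about 38% in these data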
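Repeats: no replicates (n 1) | Material: CHO-derived RD-HGA16 cells with stable Gα16 and human TAAR1 | Technique: Kinetic Fluo-8 calcium fluorescence | Schedule: 17-24 h seeding, 75 min 37 °C dye, 30 min RT | Evaluation: % activation from peak over basal fluorescence ratio, DMSO-to-PEA scaled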
CHO parental Ca = signal in parental CHO cells, OX1R antagonist counter-screen | 0.63% of 330,000 active | inhibition, % at 5.6 µM | AID 463079 | parental CHO-K1, ATP-induced calcium, Fluo-8 fluorescence;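 active means inhibition above that plate's mean sample inhibition plus 3 SD, cut at about 26% in these data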;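 further: 0% = ATP-challenged DMSO wells and 100% = DMSO wells without ATP; some compounds past the cut are filed as inactive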
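Material: parental CHO cells / Compound: single nominal dose of 5.6 µM per compound / Signal: Fluo-8 fluorescence / Replicates: singlicate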
* hit, by the source's call; / = no result given. Rows are unselected; about 4.2% have a hit in one of these screens.

Compound	CHO-K1 Ca antag	CHO-K1 Ca ag	TAAR1 antag	CHO parental Ca	CHRM1 antagonist	M1 ag	CHO-K1 Ca PAM	TAAR1 ag	OXTR potentiate
CCC1CCc2c(sc3ncnc(N4CCOCC4)c23)C1 (stereo not drawn)	-9.6	0.0	-14.9	-20.5	-3.9	-2.1	12.3	3.1	-8.2
COc1ccc(-c2nnc(SCC(=O)N(C)C3CCS(=O)(=O)C3)n2CC(C)C)cc1 (stereo not drawn)	-8.3	0.3	-8.3	/	0.1	-2.9	-3.5	-0.1	/
C[C@H](NC(=O)[C@@H]1CCCN1C(=O)OC(C)(C)C)c1ccccc1	-3.8	0.2	-1.3	/	/	/	-2.0	2.4	/
CC1=CC(C)C2C(=O)N(c3ccccc3)C(=O)C2C1 (stereo not drawn)	-5.3	0.2	11.4	-8.8	8.9	0.7	-2.4	4.3	-5.3
CN(CC(=O)Nc1ccccc1Cl)C(=O)COC(=O)c1ccc(Cl)cc1[N+](=O)[O-]	-10.9	2.5	-18.3	-17.9	-8.7	-4.1	1.2	2.2	-10.1
Cc1nn(Cc2ccccc2Cl)c(C)c1C(=O)NCc1ccco1	-13.2	0.8	16.6	-10.0	-3.2	-3.6	23.3	14.8	-8.2
COc1cccc(C(=O)Nc2ccc(-c3nnc(-c4ccco4)o3)cc2)c1	-3.6	3.9	46.8	-23.9	23.3	-1.1	9.1	13.3	-6.0
Cc1cccc(CNc2ncnc3ccc(-c4ccc5c(c4)OCCO5)cc23)c1	-19.1	-0.5	2.5	-27.3	-15.4	-10.4	14.4	8.0	1.5
COc1ccc(NC(=O)CN2C(=O)CSc3ccc(S(=O)(=O)N4CCCC4)cc32)cc1OC	-18.1	0.3	-24.3	-24.5	0.3	-3.9	14.7	3.4	-1.2
O=[N+]([O-])c1ccc(-c2ccc(/C=N/n3cnnc3)o2)c(Br)c1	1.6	0.3	-5.2	0.3	-15.0	-5.1	7.4	1.9	-7.8
Cc1ccc(Nc2nc(N)nc(N)c2N=O)cc1Cl	-35.8	36.4*	-1.1	/	/	/	32.4	75.5*	/
CC1=C(C)C(=O)N(c2ccc(C(=O)O)cc2)C1=O	4.2	-0.2	-16.9	2.6	4.1	-1.9	5.8	3.3	-6.6
C=CCNC(=O)CN1N=C(c2ccc(C)cc2)CCC1=O	-12.9	0.9	-2.5	-13.4	-15.8	-2.7	9.2	10.1	-7.8
COc1ccc(C(CNC(=O)Nc2ccccc2)N2CCN(C)CC2)cc1 (stereo not drawn)	-14.4	1.2	-9.4	-3.3	5.0	-3.0	-15.1	4.0	-4.5
COc1ccc(NC(=O)c2sc3nc(N4CCOCC4)c4c(c3c2N)CC(C)(C)OC4)c(OC)c1	-7.9	1.7	-18.5	-11.7	0.8	-2.6	10.2	2.0	-3.3
CCOC(=O)c1[nH]c2ccc(OC)cc2c1NC(=O)CCN1CCN(Cc2ccccc2)CC1	-3.3	0.2	-5.8	-11.9	13.7	-6.3	15.2	3.4	-4.1
Cc1cccc(C2NC(c3cccc(C)c3)C([N+](=O)[O-])C(C)(C)C2[N+](=O)[O-])c1 (stereo not drawn)	5.3	-0.3	-10.1	-41.0	5.7	-6.2	-10.7	-1.0	-12.2
COc1ccccc1N1CCN(C(=O)c2ccc(NS(=O)(=O)c3ccc(C)cc3)cc2)CC1	1.1	3.2	9.1	-6.6	-1.6	-0.6	-9.9	10.4	-28.8
C/C(CC(=O)NC1CCCCC1)=N\NC(=O)c1ccccn1	12.7	0.2	-3.4	-1.0	5.2	0.1	-12.1	8.8	-11.0
COC(=O)C1=C(C)N(C)C(C)=C(C(=O)OC)C1c1ccccn1	3.3	-0.3	8.5	-0.2	-37.6	-1.8	9.7	8.2	-9.4
C=CCn1c(-c2ccccc2[N+](=O)[O-])n[nH]c1=S	-1.2	0.4	-2.1	-7.4	-5.1	-4.7	18.4	10.7	-2.9
Cc1cc(=O)oc(C)c1C(=O)Nc1ccc2nsnc2c1	2.9	-0.3	-22.1	-10.8	-5.4	-1.5	6.1	-0.8	-5.5
CC1CCCC(C(=O)OCc2ccccc2)N1 (stereo not drawn)	-1.1	-0.2	-12.3	-2.5	-8.6	-6.6	5.3	0.9	-12.9
NNc1nc(-c2ccccc2Cl)nc2sc3c(c12)CCCC3	-14.7	0.5	14.7	-23.3	-1.2	-3.7	22.1	2.5	-2.1
C=CCn1ncc(OC)c(Cl)c1=O	-8.5	0.2	/	1.1	-5.5	-5.8	20.4	/	-3.2
O=C1NCCN1c1ccc(CN2CCN(C3CCCCC3)C(CCO)C2)cc1 (stereo not drawn)	-9.9	0.3	-11.1	-1.8	7.3	-8.0	6.4	0.7	3.5
COc1ccc(NC(=O)CN2CCN(c3ccccc3Cl)CC2)cc1	2.0	2.9	5.5	-12.7	10.1	-2.9	15.7	4.1	-11.9
COc1ccc(OC)c(/C=C2\S/C(=N/NC(=O)c3ccc4ccccc4c3)NC2=O)c1	-9.9	0.6	0.8	-0.2	-13.9	-1.8	24.5	-0.4	-1.9
O=C(COc1ccc(-c2nnco2)cc1)N1CCN(S(=O)(=O)c2ccc3ccccc3c2)CC1	-17.4	2.5	-0.6	-1.5	-9.5	-2.6	23.8	12.1	-14.9
CCN(CC(=O)Nc1cccc(F)c1)Cc1nc2ccccc2c(=O)[nH]1	-4.1	2.2	-1.1	-1.3	3.4	-1.2	2.1	1.1	-7.5
Cc1cccc2cc(CN(Cc3ccccc3)C(=O)c3cccc(F)c3)c(Cl)nc12	-4.6	0.2	24.9	-26.6	16.0	-5.4	6.0	-2.9	-8.0
CC(=O)Cc1nsc(NC(=O)C2Cc3ccccc3C(=O)O2)n1 (stereo not drawn)	-1.6	-0.5	-11.1	-4.3	-4.1	0.5	-1.3	0.6	-3.4
CC1(c2nc3ccccc3[nH]2)CCC2=Nc3ccccc3CN21 (stereo not drawn)	3.3	7.8	-3.3	/	/	/	0.4	1.2	/
CCN(c1ccccc1)S(=O)(=O)c1cc(NC(=O)CN2CCN(C)CC2)ccc1Cl	-12.6	1.1	-8.2	-13.7	-19.0	-3.2	24.4	3.0	-3.1
COc1ccc(CCNC(=O)c2ccccc2NC(=O)CN2CCN(c3ccccc3O)CC2)cc1	7.4	7.8	64.0*	/	28.3*	2.5	10.2	14.5	/
Cc1cc(C(=O)NC(C)C2CCCO2)c(C)o1 (stereo not drawn)	3.2	-0.5	-3.8	-5.8	-25.9	1.4	-0.2	-0.1	-0.5
CS(=O)(=O)Nc1cccc(-c2cnc3ccccc3n2)c1	-10.4	1.5	0.5	-17.1	1.3	-5.1	-3.2	2.1	-9.2
c1nc(N2CCOCC2)c2[nH]cnc2n1	3.3	0.2	-1.1	-4.2	-38.6	-0.4	10.9	7.1	-5.8
Cc1cccnc1NC(=O)CCCc1c[nH]c2ccccc12	0.5	2.6	-16.7	12.2	-10.5	-2.0	-2.2	3.8	-9.4
Cc1cccc(NCc2nc(SCC(=O)Nc3ccccc3Br)n[nH]2)c1	-8.1	2.2	-16.6	-19.5	-17.0	-4.9	18.2	4.1	2.0
O=C(CN(Cc1ccccc1)S(=O)(=O)c1ccc(F)cc1)NCc1ccccn1	-14.8	2.4	1.1	-0.2	5.7	-6.5	7.7	1.3	-4.3
O=c1c(-c2ccccc2Cl)c[nH]n1-c1ccccc1	-1.7	-0.1	-19.0	-2.8	-0.6	-4.2	-2.6	6.8	-14.5
CCOC(=O)COc1ccc(CCNC(C)=O)cc1	-10.1	1.6	11.9	-6.6	-9.1	-4.7	25.1	11.8	-1.4
COc1ccc(NC(=O)c2ccco2)cc1N	18.9	0.7	-4.8	1.9	-14.9	0.0	-7.1	5.1	-1.4
CCOc1cc2c(cc1OCC)C(c1ccc(C(=O)O)cc1)NCC2 (stereo not drawn)	-3.8	0.3	-19.0	3.3	-10.2	-5.0	8.2	6.6	-10.3
COc1cccc(CN2C(=O)C3(C(C#N)=C(N)OC4=C3C(=O)CCC4)c3ccccc32)c1 (stereo not drawn)	-26.1	0.4	-4.0	-9.7	-28.7	1.6	9.2	1.8	-3.8
Cn1cc(Br)c(C(=O)NNC(=O)c2ccccc2)n1	21.8	-0.3	-3.0	4.2	3.6	2.6	-13.9	2.1	4.1
Cc1ccc(NC2=C(Cl)C(=O)OC2OC(=O)c2ccc(C)cc2)cc1 (stereo not drawn)	2.3	4.8	21.1	-2.7	4.3	-3.6	-8.4	4.2	-5.4
O=C(/C=C/c1ccccc1)NNC(=O)c1cccc(Cl)c1	-0.5	0.5	9.4	-5.0	0.3	-3.9	5.7	7.7	-5.2
O=C(c1ccccc1N(Cc1ccccc1)S(=O)(=O)c1ccccc1)N1CCOCC1	-18.9	0.5	-29.2	-18.6	-3.0	-4.0	3.8	1.3	-8.2

Reprinted at random: 2 compounds from above.
Compound	CHO-K1 Ca antag	CHO-K1 Ca ag	TAAR1 antag	CHO parental Ca	CHRM1 antagonist	M1 ag	CHO-K1 Ca PAM	TAAR1 ag	OXTR potentiate
COc1ccc(NC(=O)c2ccco2)cc1N	18.9	0.7	-4.8	1.9	-14.9	0.0	-7.1	5.1	-1.4
Cc1cccnc1NC(=O)CCCc1c[nH]c2ccccc12	0.5	2.6	-16.7	12.2	-10.5	-2.0	-2.2	3.8	-9.4
